TcdB inh = TcdB glycohydrolase inhibitors, primary screen, biochemical, single point, plate reader; Toxin B (Clostridioides difficile), P18177; TcdB glycohydrolase enzymatic assay; inhibition, % at 9.99 µM; 350,000 tested, 0.24% active; in the data active = inhibition above about 10%
Target sequence (P18177 whole entry, looked up): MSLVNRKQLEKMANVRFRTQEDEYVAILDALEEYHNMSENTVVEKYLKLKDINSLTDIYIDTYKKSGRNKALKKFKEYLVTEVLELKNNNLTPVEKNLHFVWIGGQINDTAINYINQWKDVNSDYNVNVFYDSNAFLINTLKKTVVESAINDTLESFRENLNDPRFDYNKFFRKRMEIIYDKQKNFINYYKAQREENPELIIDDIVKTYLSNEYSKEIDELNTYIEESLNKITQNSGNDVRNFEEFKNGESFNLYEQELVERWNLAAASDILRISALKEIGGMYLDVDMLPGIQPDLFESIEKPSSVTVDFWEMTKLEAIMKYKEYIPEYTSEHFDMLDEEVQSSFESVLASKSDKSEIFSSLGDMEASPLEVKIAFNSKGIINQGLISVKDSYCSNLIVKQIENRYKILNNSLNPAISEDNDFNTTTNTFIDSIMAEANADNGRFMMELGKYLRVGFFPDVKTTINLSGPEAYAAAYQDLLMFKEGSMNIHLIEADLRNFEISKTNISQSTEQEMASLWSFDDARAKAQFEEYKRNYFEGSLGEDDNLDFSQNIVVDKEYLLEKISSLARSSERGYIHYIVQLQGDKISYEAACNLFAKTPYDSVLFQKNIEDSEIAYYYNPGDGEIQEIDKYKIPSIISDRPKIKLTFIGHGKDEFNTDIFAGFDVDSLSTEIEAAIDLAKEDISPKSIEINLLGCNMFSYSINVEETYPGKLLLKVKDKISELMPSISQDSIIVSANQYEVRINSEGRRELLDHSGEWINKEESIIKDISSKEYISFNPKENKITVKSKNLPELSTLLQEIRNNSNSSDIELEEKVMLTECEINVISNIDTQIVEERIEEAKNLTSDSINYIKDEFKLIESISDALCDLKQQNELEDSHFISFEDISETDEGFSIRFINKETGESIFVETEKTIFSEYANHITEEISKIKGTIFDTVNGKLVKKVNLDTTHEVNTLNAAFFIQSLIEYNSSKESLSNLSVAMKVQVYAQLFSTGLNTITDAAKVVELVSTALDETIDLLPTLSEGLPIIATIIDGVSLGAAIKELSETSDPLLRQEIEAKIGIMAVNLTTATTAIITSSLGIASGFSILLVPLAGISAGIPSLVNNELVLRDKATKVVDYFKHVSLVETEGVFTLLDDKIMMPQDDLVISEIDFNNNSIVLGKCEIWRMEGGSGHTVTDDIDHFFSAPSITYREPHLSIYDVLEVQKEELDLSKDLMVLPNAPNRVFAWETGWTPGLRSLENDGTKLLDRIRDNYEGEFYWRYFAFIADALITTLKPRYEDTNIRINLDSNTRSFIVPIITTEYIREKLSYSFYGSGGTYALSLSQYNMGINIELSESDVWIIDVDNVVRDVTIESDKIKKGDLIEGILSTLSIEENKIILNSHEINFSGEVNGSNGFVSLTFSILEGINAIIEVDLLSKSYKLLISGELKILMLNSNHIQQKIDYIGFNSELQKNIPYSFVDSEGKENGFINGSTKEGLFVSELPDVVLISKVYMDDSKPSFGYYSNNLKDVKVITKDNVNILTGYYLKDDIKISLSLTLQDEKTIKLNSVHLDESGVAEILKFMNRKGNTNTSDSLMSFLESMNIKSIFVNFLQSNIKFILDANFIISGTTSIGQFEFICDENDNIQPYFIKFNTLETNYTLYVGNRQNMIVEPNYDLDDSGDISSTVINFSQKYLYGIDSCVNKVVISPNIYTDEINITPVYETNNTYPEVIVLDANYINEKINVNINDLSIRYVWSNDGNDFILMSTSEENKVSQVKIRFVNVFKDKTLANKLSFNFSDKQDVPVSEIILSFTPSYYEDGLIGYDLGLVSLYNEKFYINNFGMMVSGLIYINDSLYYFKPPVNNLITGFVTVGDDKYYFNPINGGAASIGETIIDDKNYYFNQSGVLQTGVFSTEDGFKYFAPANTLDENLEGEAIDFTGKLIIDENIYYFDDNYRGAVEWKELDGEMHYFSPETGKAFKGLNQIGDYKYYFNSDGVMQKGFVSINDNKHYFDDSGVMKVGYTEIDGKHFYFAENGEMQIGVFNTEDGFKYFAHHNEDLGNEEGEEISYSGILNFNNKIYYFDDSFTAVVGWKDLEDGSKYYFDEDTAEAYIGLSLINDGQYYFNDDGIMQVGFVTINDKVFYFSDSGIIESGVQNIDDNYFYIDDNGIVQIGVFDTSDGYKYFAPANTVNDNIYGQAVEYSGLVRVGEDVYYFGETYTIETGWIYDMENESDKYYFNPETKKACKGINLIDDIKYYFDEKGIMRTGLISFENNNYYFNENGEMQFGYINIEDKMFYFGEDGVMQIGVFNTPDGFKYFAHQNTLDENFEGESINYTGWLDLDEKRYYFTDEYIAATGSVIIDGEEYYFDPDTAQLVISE
* hit, by the source's call; & = joins results of further samples.

A first look, 2 compounds:
SMILES | TcdB inh
CO[C@@H]1CN(C)C(=O)c2ccc(NS(=O)(=O)c3cn(C)cn3)cc2OC[C@H](C)N(Cc2cccc(F)c2)C[C@@H]1C | -0.1
O=C(C1CCC1)N1CC2(C1)[C@H](c1ccccc1)[C@H](CO)N2CCC(F)(F)F | 0.0

The whole of this part, from the first entry:
SMILES | TcdB inh
CO[C@@H]1CN(C)C(=O)c2ccc(NS(=O)(=O)c3cn(C)cn3)cc2OC[C@H](C)N(Cc2cccc(F)c2)C[C@@H]1C | -0.1
O=C(C1CCC1)N1CC2(C1)[C@H](c1ccccc1)[C@H](CO)N2CCC(F)(F)F | 0.0
CCc1c(Cc2cccc(F)c2)ncn1CCc1ccccc1OC | 3.2
O=C(C[C@@H]1CC[C@H](NC(=O)C2CCOCC2)[C@H](CO)O1)NCc1ccccc1Cl | -7.4
C[C@@H]1CN([C@H](C)CO)C(=O)c2cccc(NC(=O)Nc3cccc4ccccc34)c2O[C@@H]1CN(C)Cc1ccccc1 | 0.4
CCCNC(=O)N1[C@H](CO)[C@H](c2ccc(-c3cccc(OC)c3)cc2)[C@@H]1C#N | -0.5
O=C(Nc1cccc(Cl)c1)N[C@H]1CC[C@@H](CCNC(=O)C2CC2)O[C@H]1CO | 0.6
COc1ccc(CN(C)C[C@H]2OCCCC[C@H](C)Oc3ccc(N(C)C)cc3C(=O)N([C@H](C)CO)C[C@@H]2C)cc1 | -25.3
CO[C@@H]1CN(C)C(=O)c2ccc(NS(=O)(=O)c3ccc(F)cc3)cc2OC[C@H](C)NC[C@@H]1C | 0.5
CC(C)NC(=O)N(C)C[C@@H]1Oc2cc(C#CC(C)(C)O)ccc2S(=O)(=O)N([C@H](C)CO)C[C@H]1C | 1.2
C[C@H](CO)N1C[C@H](C)[C@@H](CN(C)C)OCCCC[C@H](C)Oc2ccc(NC(=O)C3CCCCC3)cc2C1=O | -0.6
C[C@H]1CN([C@@H](C)CO)C(=O)c2ccccc2-c2ccccc2CO[C@@H]1CN(C)Cc1cccc(C(F)(F)F)c1 | 0.9
C[C@H](CO)N1C[C@H](C)[C@@H](CN(C)C(=O)CN(C)C)Oc2cc(-c3ccc(C#N)cc3)ccc2S1(=O)=O | 1.0
CC(C)(O)C#Cc1ccc([C@@H]2[C@H]3CN(C(=O)c4cccc(F)c4)CCCCN3[C@H]2CO)cc1 | -0.3
COC(=O)[C@H]1[C@H](CO)[C@H]2Cn3c(ccc(C4=CCCCC4)c3=O)[C@@H]1N2CCc1ccccc1 | 0.5
C[C@@H]1CN([C@H](C)CO)C(=O)Cc2cc(NC(=O)c3ccncc3)ccc2O[C@@H]1CN(C)Cc1ccc(Oc2ccccc2)cc1 | -0.1
C[C@H](CO)N1C[C@H](C)[C@@H](CN(C)C(=O)Nc2ccc3c(c2)OCO3)Oc2c(NC(=O)C3CCOCC3)cccc2C1=O | -0.3
COCC#Cc1ccc([C@H]2[C@H](CO)N3CCCCN(C(=O)COC)C[C@@H]23)cc1 | -0.6
CC(C)(C)[S@](=O)N1Cc2cc(C(=O)N3CCc4ccccc4C3)nc(-c3cccc(-c4cncnc4)c3)c2[C@@H]1CCO | -0.5
O=C(C[C@@H]1C[C@H]2c3cc(NC(=O)c4ccc5c(c4)OCO5)ccc3O[C@H]2[C@@H](CO)O1)NCc1ccc(Oc2ccccc2)cc1 | 0.0
COc1ccc(S(=O)(=O)N[C@@H]2CC[C@H](CCn3cc(-c4ccccc4F)nn3)O[C@H]2CO)cc1 | -0.8
C[C@@H]1CN([C@@H](C)CO)C(=O)c2ccccc2-c2ccccc2CO[C@@H]1CN(C)C(=O)c1ccc(F)cc1 | 0.1
O=C(NCC[C@@H]1CC[C@@H](NS(=O)(=O)c2cccc(F)c2)[C@@H](CO)O1)c1cnccn1 | -1.2
O=C(C[C@@H]1CC[C@H]2[C@@H](COC[C@@H](O)CN2CC2CCOCC2)O1)N1CCOCC1 | -2.7
CO[C@@H]1CN(C)C(=O)c2cc(NC(C)=O)ccc2OC[C@@H](C)N(C(=O)C2CCC2)C[C@@H]1C | 0.3
C[C@H](CO)N1C[C@H](C)[C@H](CN(C)Cc2ccncc2)Oc2ccc(NC(=O)Cc3cn(C)c4ccccc34)cc2C1=O | 0.4
O=C(C[C@H]1C=C[C@@H](NC(=O)CN2CCOCC2)[C@@H](CO)O1)NCCc1ccncc1 | 0.1
C[C@H]1CN([C@@H](C)CO)C(=O)c2cc(C#Cc3ccccc3F)cnc2O[C@@H]1CN(C)C(=O)Cc1cccnc1 | 1.3
COc1ccc2c3c([nH]c2c1)[C@H](CO)N(C(C)=O)CC31CN(C(C)=O)C1 | 2.6
COCC(=O)N1C[C@H](C)[C@H](OC)CN(C)C(=O)c2ccc(NC(=O)c3cc(C)on3)cc2OC[C@@H]1C | 0.9
CC(=O)N(C[C@H]1N[C@H](CO)[C@@H]1c1ccc(-c2cccnc2)cc1)C1CCCC1 | -0.7&-1.3
O=C(C[C@@H]1C[C@@H]2c3cc(NC(=O)Cc4ccncc4)ccc3O[C@@H]2[C@@H](CO)O1)NCCN1CCCCC1 | -0.8
COc1ccc(C(C(=O)Nc2ccc3c(c2)OCCO3)n2c(=O)c(-c3ccco3)nc3ccccc32)cc1 (configuration not stated) | 0.1
COc1ccc(C#Cc2ccc([C@@H]3[C@@H](CO)N4CCCCN(C(=O)Cc5ccncc5)C[C@H]34)cc2)cc1 | 2.0
O=C(C[C@H]1C[C@@H]2c3cc(NC(=O)Nc4ccc(C(F)(F)F)cc4)ccc3O[C@@H]2[C@H](CO)O1)NCCc1ccccc1 | -0.9
CCC(=O)N1C[C@@H]2[C@H](c3ccccc31)[C@H](CO)N2Cc1cc(F)ccc1F | -1.2
Cc1ccc(S(=O)(=O)N(C)C[C@H]2Oc3ccc(NC(=O)CCN4CCOCC4)cc3C(=O)N([C@H](C)CO)C[C@@H]2C)cc1 | -1.0
CC(C)NC(=O)N1[C@@H](CO)[C@@H]2c3ccccc3N(C(=O)Nc3cccc(Cl)c3)C[C@@H]21 | 0.1
CO[C@H]1CN(C)C(=O)c2cc(NC(=O)C3CCCCC3)ccc2OC[C@@H](C)NC[C@@H]1C | -1.1
CN(C)CC#Cc1ccc([C@H]2[C@@H](CO)N3CCCCN(C(=O)Nc4ccc(F)cc4)C[C@@H]23)cc1 | -1.4
CCCC#Cc1ccc2c(c1)O[C@H](CN(C)C(=O)CC)[C@H](C)CN([C@@H](C)CO)S2(=O)=O | -0.8
CN1C(=O)c2cc(NC(=O)C3CCOCC3)ccc2OC[C@@H]2O[C@@H](CC(=O)NCC3CCCCC3)CC[C@H]21 | -0.1
C[C@@H]1CN([C@H](C)CO)C(=O)c2cccc(NC(=O)Nc3ccc(C(F)(F)F)cc3)c2O[C@H]1CN(C)C(=O)Nc1ccc(C(F)(F)F)cc1 | 0.1
CO[C@@H]1CN(C)C(=O)c2cc(NC(=O)c3nc4ccccc4s3)ccc2OC[C@H](C)NC[C@H]1C | 0.1
C[C@@H]1CCCCO[C@@H](CN(C)C(=O)c2ccncc2)[C@@H](C)CN([C@H](C)CO)C(=O)c2cc(NS(=O)(=O)c3cccs3)ccc2O1 | -1.4
CN(C)C(=O)[C@@H]1[C@@H](CO)[C@@H]2Cn3c(cccc3=O)[C@H]1N2CC1CCOCC1 | 0.3
COc1ccc(CN(C)C[C@@H]2Oc3ccc(NC(=O)CCN4CCOCC4)cc3CC(=O)N([C@@H](C)CO)C[C@H]2C)cc1 | -0.2
COc1ccc2c3c(n(C)c2c1)[C@H](CO)NCC31CN(Cc2cc(-c3ccccc3)on2)C1 | -0.1
O=C(C[C@H]1CC[C@@H]2[C@H](COC[C@@H](O)CN2Cc2ccc(Cl)cc2)O1)NCc1ccccc1Cl | 0.4
Cc1noc(C)c1S(=O)(=O)Nc1ccc2c(c1)C(=O)N([C@H](C)CO)C[C@H](C)[C@@H](CN(C)CC1CCCCC1)OCCCC[C@@H](C)O2 | 0.4
The listing continues.
SMILES | TcdB inh
COc1ccc(NC(=O)Nc2ccc3c(c2)[C@@H]2C[C@H](CC(=O)NCc4ccc5c(c4)OCO5)O[C@H](CO)[C@@H]2O3)cc1 | -0.7
CO[C@@H]1CN(C)C(=O)c2ccc(NS(C)(=O)=O)cc2OC[C@@H](C)N(C(=O)NC(C)C)C[C@@H]1C | 0.3
C[C@@H]1CN([C@H](C)CO)C(=O)c2cc(NS(=O)(=O)c3ccccc3)ccc2O[C@@H](C)CCCCO[C@@H]1CN(C)S(=O)(=O)c1cn(C)cn1 | 0.9
COc1ccc(NC(=O)Nc2ccc3c(c2)C(=O)N([C@H](C)CO)C[C@@H](C)[C@@H](CN(C)Cc2ccc(C(=O)O)cc2)OCCCC[C@@H](C)O3)cc1 | -0.7
CC(C)COC(=O)N(C)C[C@@H]1OCc2ccccc2-c2ccccc2C(=O)N([C@H](C)CO)C[C@@H]1C | -0.3
CCCNC(=O)N1[C@@H](CO)[C@H](c2ccccc2)C12CN(C(=O)CC)C2 | 0.5
CN(C)CCCNC(=O)C[C@@H]1CC[C@@H]2[C@H](COc3ccc(NC(=O)C4CCC4)cc3C(=O)N2C)O1 | 0.9
C[C@@H]1CN([C@@H](C)CO)S(=O)(=O)c2ccc(Br)cc2O[C@@H]1CN(C)Cc1ccc(C(=O)O)cc1 | -0.5
CN1[C@H](CO)[C@@H]2c3ccccc3N(C(=O)C3CCOCC3)C[C@@H]21 | -0.2
C[C@H]1CCCCO[C@H](CN(C)C(=O)Nc2ccc(C(F)(F)F)cc2)[C@@H](C)CN([C@@H](C)CO)C(=O)c2cc(NS(=O)(=O)c3ccc(Cl)cc3)ccc2O1 | -3.3
CCC(=O)N1C[C@H](C)[C@@H](OC)CN(C)C(=O)c2cc(NC(=O)C3CCCCC3)ccc2OC[C@H]1C | 1.2
C[C@H](CO)N1C[C@H](C)[C@@H](CN(C)Cc2ccc(-c3ccccc3)cc2)Oc2c(NC(=O)c3cnccn3)cccc2C1=O | -0.2
O=C(Nc1ccccc1)Nc1ccc2c(c1)[C@H]1C[C@@H](CC(=O)N3CCCCC3)O[C@@H](CO)[C@H]1O2 | 1.2
C[C@H](CO)N1C[C@H](C)[C@H](CN(C)C(=O)Nc2ccccc2)Oc2ccc(NC(=O)CCCCCC(=O)Nc3ccccc3N)cc2C1=O | -0.7
C[C@H](CO)N1C[C@H](C)[C@H](CN(C)Cc2ccncc2)Oc2ncc(C#CCN(C)C)cc2C1=O | 0.4&0.4
O=C(C[C@H]1CC[C@@H](NC(=O)C2CCC2)[C@@H](CO)O1)NCc1ccccc1Cl | 0.3
COc1ccccc1S(=O)(=O)N[C@@H]1CC[C@H](CCn2cc(C3CC3)nn2)O[C@H]1CO | -0.9
C[C@H]1CN([C@@H](C)CO)C(=O)c2cc(-c3cccc(F)c3)cnc2O[C@@H]1CN(C)Cc1ccccc1 | 1.9
C[C@@H]1CCCCO[C@H](CN(C)Cc2ccc(C(=O)O)cc2)[C@@H](C)CN([C@@H](C)CO)C(=O)c2cc(NS(C)(=O)=O)ccc2O1 | 0.6
C[C@@H]1CCCCO[C@@H](CN(C)S(=O)(=O)c2cn(C)cn2)[C@H](C)CN([C@@H](C)CO)C(=O)c2cc(NS(=O)(=O)c3ccccc3)ccc2O1 | 0.1
C/C=C/c1cnc2c(c1)C(=O)N([C@@H](C)CO)C[C@@H](C)[C@@H](CN(C)C(=O)c1ccc3c(c1)OCO3)O2 | 0.0
COc1ccccc1S(=O)(=O)N(C)C[C@@H]1Oc2cc(/C=C/c3ccccc3)ccc2S(=O)(=O)N([C@@H](C)CO)C[C@@H]1C | -3.0
CN1c2ccc(-c3cccc(C#N)c3)cc2[C@@H]2[C@@H](CCN2C(=O)C2CC2)[C@@H]1CO | 1.1
CO[C@@H]1CN(C)C(=O)c2cc(NS(C)(=O)=O)ccc2OC[C@H](C)N(CC2CCCCC2)C[C@@H]1C | -0.9
C[C@@H]1CN([C@H](C)CO)C(=O)CCCn2nncc2CO[C@@H]1CN(C)S(=O)(=O)c1ccc(-c2ccccc2)cc1 | -1.8
COCC(=O)N1C[C@@H]2[C@H](c3ccccc31)[C@H](CO)N2Cc1ccccc1Cl | 1.7
O=C(N[C@H]1CC[C@@H](CC(=O)N2CCOCC2)O[C@H]1CO)c1ccc2c(c1)OCO2 | -0.4
COc1ccc(NC(=O)N(C)C[C@@H]2Oc3ccc(NC(=O)Nc4ccccc4)cc3C(=O)N([C@@H](C)CO)C[C@@H]2C)cc1 | -0.4
CCCC#Cc1cnc2c(c1)C(=O)N([C@H](C)CO)C[C@H](C)[C@@H](CN(C)C(=O)c1cccnc1)O2 | 0.6
CO[C@H]1CC[C@@H]2CCOc3c(C#N)cccc3C(=O)N(C)C[C@@H](OC)[C@H](C)C(=O)N(C)C[C@@H]1O2 | -1.3
COc1cccc(NC(=O)N[C@@H]2CC[C@@H](CC(=O)N3CCCCC3)O[C@@H]2CO)c1 | 1.3
C[C@H](O)C#Cc1ccc([C@H]2[C@@H](CO)N3CCCCN(C(=O)c4cccc(F)c4)C[C@@H]23)cc1 | -0.1
CCNC(=O)[C@H]1[C@H](CO)[C@H]2Cn3c(ccc(-c4cccc(OC)c4)c3=O)[C@H]2N1Cc1nccs1 | -0.8

An excerpt from above in order of molar mass, descending.
SMILES | TcdB inh
COc1ccccc1S(=O)(=O)N(C)C[C@@H]1Oc2cc(/C=C/c3ccccc3)ccc2S(=O)(=O)N([C@@H](C)CO)C[C@@H]1C | -3.0
CO[C@@H]1CN(C)C(=O)c2cc(NS(C)(=O)=O)ccc2OC[C@H](C)N(CC2CCCCC2)C[C@@H]1C | -0.9
C/C=C/c1cnc2c(c1)C(=O)N([C@@H](C)CO)C[C@@H](C)[C@@H](CN(C)C(=O)c1ccc3c(c1)OCO3)O2 | 0.0
CO[C@H]1CC[C@@H]2CCOc3c(C#N)cccc3C(=O)N(C)C[C@@H](OC)[C@H](C)C(=O)N(C)C[C@@H]1O2 | -1.3
C[C@H](O)C#Cc1ccc([C@H]2[C@@H](CO)N3CCCCN(C(=O)c4cccc(F)c4)C[C@@H]23)cc1 | -0.1
CN1c2ccc(-c3cccc(C#N)c3)cc2[C@@H]2[C@@H](CCN2C(=O)C2CC2)[C@@H]1CO | 1.1

Bioassay records from PubChem.

The list is partial; the hit share may differ from the screen's.
